Screening results deposited in PubChem by National Center for Advancing Translational Sciences (NCATS).
RGS4 inh: blocks human RGS4-accelerated GTP hydrolysis. P49798. Transcreener GDP fluorescence polarization, RGS4-accelerated GTP hydrolysis. Potency, µM (top dose mostly 114 µM), for the others: top-dose activity change, negative = inhibition, hits mostly inhibitors. 390,000 tested, 0.039% active; also: potency is read from the fitted curve at half-maximal effect; % is scaled to controls: 0 for no effect and ±100 for the full control effect; nearly all actives have a fitted effect of over 75% in size; some results filed as inactive show a strong effect at the top dose
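MLSMR compounds (23 nl, pin-transferred) preincubated 10 min at room temperature with a 500nM (2x) first reagent, then RGS4 at 900nM (2x) plus Transcreener GDP mix added; fluorescence polarization (620/688 nm) read before and after 90 min at 30 °C.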
LDHA block: LDHA (human) enzyme inhibition. 480,000 tested, 0.15% active. activity change, % (values are at about 110 or 230 µM). purified LDHA, NADH/diaphorase-resazurin fluorescence; active compounds read low; in the data active = activity change below about -30%; inconclusive = mostly about -25% to -30%;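 also: plate controls were DMSO wells for no effect and wells without enzyme for full effect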
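LDH5 2 nM; NADH 0.06 mM, pyruvate 0.2 mM; 200 mM Tris pH 7.4, EDTA, Tween-20; 5 min RT. Detection: diaphorase 0.133 mg/mL + resazurin 37 µM, fluorescence ex540/em590 at 0 and 20 min; normalized to enzyme-free and DMSO wells.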
Pol eta inh: inhibitors of human DNA polymerase eta; Potency, µM (doses to about 114 µM), inactives show at the top dose activity change, negative = inhibition, hits mostly inhibitors; recombinant Pol eta, fluorescent DNA replication assay; 390,000 tested, 1.2% active; also: potency is read from the fitted curve at half-maximal effect; % is scaled to controls: 0 for no effect and ±100 for the full control effect
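Pol eta at 10 nM preincubated with compounds 15 min at room temperature; reaction started with fluorescent substrate (50 nM final) and read kinetically at 0 and 10 min.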
ALOX12 inh: inhibitors of human 12S-lipoxygenase ALOX12 | AID 1671190 | Potency, µM (titrated, usually from 108 µM), without a hit: at the highest dose activity change, negative = inhibition, hits mostly inhibitors | P18054 | 580,000 tested, 1.1% active | purified 12hLO, xylenol orange hydroperoxide absorbance; also: potency is read from the fitted curve at half-maximal effect; % is scaled to controls: 0 for no effect and ±100 for the full control effect
Target sequence (P18054 whole entry, looked up): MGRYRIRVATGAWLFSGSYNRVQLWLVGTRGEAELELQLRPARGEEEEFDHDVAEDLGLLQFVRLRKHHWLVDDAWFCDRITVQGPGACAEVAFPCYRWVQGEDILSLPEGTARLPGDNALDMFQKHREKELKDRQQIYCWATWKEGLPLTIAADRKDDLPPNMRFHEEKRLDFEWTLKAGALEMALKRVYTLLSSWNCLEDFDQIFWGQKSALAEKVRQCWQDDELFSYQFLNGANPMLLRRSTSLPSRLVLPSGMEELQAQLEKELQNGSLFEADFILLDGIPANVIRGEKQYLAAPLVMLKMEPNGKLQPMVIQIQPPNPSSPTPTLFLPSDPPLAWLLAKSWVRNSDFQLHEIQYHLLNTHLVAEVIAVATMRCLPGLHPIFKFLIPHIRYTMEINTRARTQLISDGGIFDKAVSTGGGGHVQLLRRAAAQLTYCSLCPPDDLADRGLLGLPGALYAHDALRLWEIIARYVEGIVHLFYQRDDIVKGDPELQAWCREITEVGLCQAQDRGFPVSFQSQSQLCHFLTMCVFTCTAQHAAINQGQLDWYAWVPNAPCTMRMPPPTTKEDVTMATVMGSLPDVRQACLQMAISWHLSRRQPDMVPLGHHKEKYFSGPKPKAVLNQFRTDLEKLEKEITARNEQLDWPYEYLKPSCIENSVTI
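Purified human 12hLO (150 nM final) in 25 mM Hepes, 0.01% Triton X-100, pH 7.0 was preincubated 15 min at room temperature with compound. Then 40 uM arachidonic acid was added, 30 min. Hydroperoxide was read by Fe-XO absorbance ratio 573/405 nm.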
Pol beta inh: inhibitors of human DNA polymerase beta | Pol beta primer extension/strand displacement, fluorescence kinetic | Potency, µM (series often up to 114 µM), for inactives: at the highest dose activity change, negative = inhibition, hits mostly inhibitors | 340,000 tested, 1.3% active | AID 485314; also: potency is read from the fitted curve at half-maximal effect; % is scaled to controls: 0 for no effect and ±100 for the full control effect
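Homogeneous kinetic assay of primer extension and strand displacement by 10 nM Pol beta, preincubated 15 min at room temperature with compound before 50 nM substrate (final) was added. Read at 0 and 10 min; four-parameter Hill fit.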
Anesthetic bind: binds horse apoferritin like a general anesthetic; Potency, µM (titrated, usually from 77.5 µM), for the others: at the top dose activity change, negative = displacement, hits mostly inhibitors; apoferritin/1-aminoanthracene competitive binding, fluorescence; 350,000 tested, 0.074% active; also: potency is read from the fitted curve at half-maximal effect; % is scaled to controls: 0 for no effect and ±100 for the full control effect; nearly all actives have a fitted effect of over 20% in size
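Steps: apoferritin (10 uM) was premixed with half-saturated 1-AMA in PBS, compounds were pin-transferred, plates stood 10 min at room temperature, fluorescence was read at 380/535 nm, and curves were fitted with a Hill equation.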
ERG-DNA inh: blocks human ERG Ets domain binding to DNA | fluorescence polarization, His-ERG Ets domain / labelled DNA | Potency, µM (highest dose often 76.9 µM), for inactives: top-dose FP activity, negative = inhibition, actives largely listed as inhibitors | 370,000 tested, 0.028% active | AID 624246; active = well fitted inhibition curve with a large enough effect in the polarisation, with a control signal flat; inconclusive = small, poorly fitted or top-dose-only effect, or effect the other way, or a change in a side signal; inactive = no such curve, though single readings can be large or run the other way; the % refers to the polarisation;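 also: polarization taken with two DNA probes labelled with fluorescein and Texas red; potency is read from the fitted curve at half-maximal effect; % of control where 0% means no effect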
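His-tagged ERG Ets domain (1 uM in the protein solution; 300mM KCl, 50mM Tris-HCl, 1mM EDTA, 1mM DTT, pH 7.5) received compound, then a probe mix of 5 nM fluorescein-DNA and 100nM Texas-615-DNA. Fluorescence polarization was read for both dyes.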
APE1 inh: blocks human APE1 abasic DNA cleavage; AID 2517; P27695; recombinant APE1, TAMRA/BHQ-2 abasic DNA cleavage fluorescence; Potency, µM (titrated, usually from 65.8 µM), without a hit: at the highest dose activity change, negative = inhibition, hits mostly inhibitors; 350,000 tested, 0.35% active;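 also: potency is read from the fitted curve at half-maximal effect; plate controls were vehicle for no effect and reference inhibitor for full effect; nearly all actives have a fitted effect of over 55% in size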
Target sequence (P27695 whole entry, looked up): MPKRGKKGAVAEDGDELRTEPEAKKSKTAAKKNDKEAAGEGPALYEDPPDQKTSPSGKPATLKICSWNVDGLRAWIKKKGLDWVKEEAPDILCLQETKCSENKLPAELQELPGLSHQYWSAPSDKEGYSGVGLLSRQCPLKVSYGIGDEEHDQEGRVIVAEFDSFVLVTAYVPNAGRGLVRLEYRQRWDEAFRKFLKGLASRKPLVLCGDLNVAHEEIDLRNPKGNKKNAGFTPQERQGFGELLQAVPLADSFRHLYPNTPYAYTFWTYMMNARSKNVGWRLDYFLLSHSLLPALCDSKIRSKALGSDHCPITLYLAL
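APE1 at 0.75 nM preincubated 15 min at room temperature with compound. Reaction then started with 50 nM double-stranded THF-abasic substrate labelled with TAMRA/BHQ-2, and 525/598 nm fluorescence read kinetically. Activity taken as third-minus-first read difference, normalized to DMSO and NSC13755 controls.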
POLK inh: blocks human DNA polymerase kappa activity. Q9UBT6. purified Pol kappa, fluorescent DNA synthesis assay, 10 min. Potency, µM (doses to about 107 µM), inactives show top-dose activity, negative = inhibition, actives largely listed as inhibitors. 400,000 tested, 0.53% active. AID 588579; also: potency is read from the fitted curve at half-maximal effect; % is scaled to controls: 0 for no effect and ±100 for the full control effect
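10 nM Pol kappa was preincubated with compounds for 15 min at room temperature. Reaction started with 50 nM (final) substrate. Fluorescence read kinetically at 0 and 10 min.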
An asterisk follows results filed as active; ? = inconclusive; nt = not tested or not shown; [ ] = remark or other dose. Unless noted, calls follow the shape of the dose curve; as a rule, active = well fitted curve in the direction sought with a large enough effect; inconclusive = small, poorly fitted or top-dose-only effect, or another doubt; inactive = no such curve, though single readings can be large; an effect the other way counts as inactive or inconclusive. The list is partial. The share of hits here may be higher or lower than overall.

SMILES | RGS4 inh | LDHA block | Pol eta inh | ALOX12 inh | Pol beta inh | Anesthetic bind | ERG-DNA inh | APE1 inh | POLK inh
COc1ccc(NS(=O)(=O)c2c(C)cc(C)cc2C)cn1 | 0% | -7 | -17% | -22% | 7% | -13% | -4% | -1% | -1%
COc1cc(CN2CCNC(=O)C2CC(=O)NC2CCCCC2)cc(OC)c1 (centres undefined) | -23% | 6 | -7% | ? | -2% | -16% | 12% | -9% | -21%
CCN(CC)C(=O)C(=O)N/N=C/c1ccc(F)cc1 | -15% | -6 | -6% | 487%[activator] | -2% | -11% | 16% | 11% | -1%
CC(C)CCN1CCN(Cc2coc3ccccc3c2=O)CC1CCO (centres undefined) | -15% | 0 | -10% | -1% | 22% | -8% | 7% | 9% | 14%
CCn1cc(C(=O)N2CCN(c3cc(Cl)ccc3C)CC2)c(=O)c2cc(S(=O)(=O)N3CCOCC3)ccc21 | 11% | 4 | -15% | -24% | -2% | ? | 5% | nt | -2%
COc1ccccc1-n1c(C)nc2cc(C(=O)NCCN3CCOCC3)ccc21 | 4% | -6 | 5% | -1% | -25% | -4% | -8% | 1% | -9%
Cc1ccc(NC(=S)NC(=O)c2ccc(Br)o2)c(C)c1 | 0% | -5 | -20% | 6% | 4% | -9% | -9% | -10% | -5%
CCOc1ccccc1CN1CCN(Cc2ccc(C)o2)C(CCO)C1 (centres undefined) | -2% | 0 | -17% | 5% | -18% | -5% | -1% | -2% | -7%
CCN(CC)C(=O)CN(C#N)c1nc(Cl)nc(N(C)C)n1 | -18% | -11 | 0% | ? | -15% | -5% | 0% | 0% | -14%
Cc1oc2c(CN3CCOCC3)c(O)ccc2c(=O)c1-c1ccccc1 | 6% | -6 | 6% | 2% | 1% | 15% | nt | 6% | -1%
C=CCC1NS(=O)(=O)OC2CCCCC12 (centres undefined) | 16% | -8 | -3% | 15% | 28% | -7% | 7% | 43% | -17%
O=C(Cn1cc(C(F)(F)F)ccc1=O)Nc1ccc2c(c1)OCCO2 | -20% | -3 | -11% | -8% | nt | nt | 26% | 23% | -21%
Cc1cc(C)cc(NC(=O)C2CCCN(c3nc(C)cc(C)n3)C2)c1 (centres undefined) | -13% | -3 | -8% | -12% | -1% | -1% | -14% | -1% | -3%
CC1(C)CC(=O)c2sc(NC(=O)C3COc4ccccc4O3)nc2C1 (centres undefined) | -15% | -9 | -9% | -4% | 1% | -8% | -9% | -2% | 0%
Cc1ccc(CCNC(=O)c2cc3sccc3n2Cc2ccc(F)cc2)cc1 | 5% | 0 | -10% | ? | 18% | 118%[activator] | 2% | nt | -5%
COc1cccc(C2CC(=O)N3CN(c4cccc(Cl)c4C)CSC3=C2C#N)c1OC (centres undefined) | ? | 1 | -8% | 7.9µM* | 2% | ? | -3% | -2% | -9%
COc1cccc(-c2c(-c3cc(OC)cc(OC)c3)n(C)c3ccc(-c4ccc5[nH]ccc5c4)cc23)c1 | 8% | -18 | 4% | -13% | nt | nt | 9% | 6% | -1%
Cc1noc2ncnc(Sc3ccccc3Cl)c12 | -17% | -7 | -8% | 13% | 1% | ? | 0% | -5% | 3%
CCOC(=O)C1=NNC(C(=O)OCC)C1C(=O)OCC (centres undefined) | 10% | -2 | 1% | -24% | nt | nt | 5% | nt | 4%
COc1ccccc1NC(=O)c1ccc(NS(=O)(=O)c2ccc(F)c(F)c2F)cc1 | -13% | -7 | -18% | -20% | 5% | -9% | 11% | 0% | -11%
Cc1cc(C(=O)NC2CCC(O)CC2)c(C)o1 (centres undefined) | -2% | -1 | -18% | 70%[activator] | nt | nt | 8% | 21% | -3%
Nc1nnnn1/N=C/c1cc(Cl)cc(Cl)c1O | -31%[56.9 µM] | -15 | 7% | -1% | 30% | 564%[activator] | 10% | -8% | -17%
O=C(Cn1c(-c2cscn2)nc2ccccc21)Nc1ccc2ccccc2c1 | -16% | -8 | -2% | -6% | -18% | -19% | -2% | -3% | -7%
CCc1ccc(CNC(=O)CCCN2C(=O)CCn3nc(-c4cccn4C)cc32)cc1 | -4% | 1 | -12% | ? | ? | -10% | -5% | nt | -3%[60.1 µM]
O=C(Nc1ccc(F)cc1)Nc1ccc(Cl)cn1 | 2% | -7 | -18% | 5% | -26% | -2% | 11% | 1% | 5%
COc1cccc(NC(=S)N(CCCN2CCOCC2)C(C)c2cc3ccccc3o2)c1 (centres undefined) | 0% | 3 | 0% | -21% | 0% | -12% | -8% | -3% | 3%
C=CCc1cc(OC)ccc1OCCN1CC(C)OC(C)C1 (centres undefined) | -9% | -20 | -5% | ? | 9% | -11% | -7% | 14% | 9%
COc1cccc(OC)c1C(=O)NC(=S)Nc1ccc2c(c1)C(=O)N(C)C2=O | -49% | -5 | -17% | ? | -5% | -3% | 8% | -2% | -7%
CCn1cc(C(=O)NCCOC)c(=O)c2ccc(C)nc21 | -10% | -3 | 3% | -3% | 1% | -2% | -11% | 2% | -18%
Cc1ccc(-c2cc(-c3ccco3)c3c(N)c(C(=O)NN)oc3n2)cc1 | -53% | -6 | ? | 116%[activator] | 9% | -5% | 2% | -3% | -23%
Cc1ccc(C(O)(C(=O)NNS(=O)(=O)c2ccc(C)cc2)c2ccc(C)cc2)cc1 | -15% | -3 | -12% | ? | -14% | 1% | -12% | -5% | -23%
Cc1ccc(C)c(S(=O)(=O)N/N=C/c2cccnc2)c1 | -30% | -8 | 0% | -1% | 41% | 0% | 1% | 4% | -9%
Cc1ccccc1CNC(=O)c1cc2ccccc2o1 | ? | -2 | -6% | 33%[activator] | nt | nt | -4% | nt | -1%
Cc1ccccc1N1CC(C(=O)Nc2ccc3c(c2)OCO3)CC1=O (centres undefined) | -23% | 7 | -5% | -9% | 37% | -2% | 14% | -1% | -12%
COc1ccc(/C=N/NS(=O)(=O)c2ccccc2)cc1OS(=O)(=O)c1ccc(C)cc1 | -2% | 2 | -15% | 0% | -22% | -17% | 4% | -6% | -12%
CCCc1cc(=O)oc2c(CN3CCN(C)CC3)c(O)c(Cl)cc12 | 14% | 7 | -7% | ? | 3% | 939%[activator] | 2% | 0% | -6%
Cc1ccc(CN(C)C(=O)CN2C(=O)NC(c3ccccc3)(c3ccccc3)C2=O)c(C)c1 | 3% | -4 | -14% | -3% | nt | nt | 2% | -14% | -8%
O=C(/C=C/c1ccc(Cl)cc1)N1CCN(c2ccc(Cl)cc2[N+](=O)[O-])CC1 | 13% | -3 | -3% | 0% | -8% | ? | -2% | -4% | -3%
O=[N+]([O-])C(=C1NCCN1)C(Cl)=C(Cl)Cl | 3% | 0 | -5% | -13% | -1% | -6% | -4% | 7% | -13%
Cc1nc2ccc(S(=O)(=O)NCC(=O)N(C)Cc3ccco3)cc2s1 | -18% | -3 | 5% | 38%[activator] | -9% | -3% | 0% | 5% | -10%
Cc1cc(C)c(NS(=O)(=O)c2ccccc2)c(C)c1 | 18% | -8 | -9% | -5% | nt | nt | 0% | nt | -9%
COc1ccccc1NC(=O)N(Cc1ccco1)Cc1cc2cc(C)cc(C)c2[nH]c1=O | -9% | 1 | -2% | 60% | 5% | -16% | -29% | 8% | 1%
O=C(Nc1ccccc1Oc1ccsc1C(=O)O)c1ccccc1F | -12% | 0 | -6% | 11% | -2% | 13% | 4% | 46%[activator] | 2%
Cc1ccc(S(=O)(=O)N(CCO)Cc2ccccc2)cc1 | 1% | -10 | -15% | -5% | 5% | 4% | 0% | 50%[activator] | -6%
CCC(=O)Nc1ccc(S(=O)(=O)Nc2cccnc2)cc1 | 13% | -9 | -1% | 6% | 20% | -6% | nt | 10% | -4%
Cc1cccc(Nc2ncnc3ccccc23)c1 | -4% | -9 | -10% | -2% | -15% | -6% | 4% | -2% | -5%
N#CCc1ccc(Oc2ncc(C(F)(F)F)cc2Cl)cc1 | 23% | -13 | -7% | -2% | 3% | ? | 1% | -5% | -4%
COc1cccc(-c2cnc(NCc3cc(Cl)ccc3O)n2C)c1 | 40% | -22 | -8% | nt | ? | ? | -10% | -7% | -17%
CN1c2ccsc2C(O)=C(C(=O)Nc2ccccc2)S1(=O)=O | -7% | -6 | -5% | 39% | -12% | -2% | 4% | -2% | -1%
CCCn1c(N2CCN(Cc3cccc(C)c3)CC2)nc2c1c(=O)[nH]c(=O)n2C | -3% | 1 | -10% | 25%[57.4 µM] | 1% | -13% | 19% | -3% | 18%
COC(=O)CSc1nn(-c2ccc(F)cc2)c(=S)s1 | -19% | -7 | -16% | -13% | ? | -22% | 11% | -6% | 0%
COc1ccc(CNC(=S)NC2CCCC2)cc1 | -15% | -4 | -14% | -23% | 3% | -8% | 5% | -2% | -3%

Quoted at random: two entries already listed
SMILES | RGS4 inh | LDHA block | Pol eta inh | ALOX12 inh | Pol beta inh | Anesthetic bind | ERG-DNA inh | APE1 inh | POLK inh
COc1cccc(-c2cnc(NCc3cc(Cl)ccc3O)n2C)c1 | 40% | -22 | -8% | nt | ? | ? | -10% | -7% | -17%
CCCn1c(N2CCN(Cc3cccc(C)c3)CC2)nc2c1c(=O)[nH]c(=O)n2C | -3% | 1 | -10% | 25%[57.4 µM] | 1% | -13% | 19% | -3% | 18%
